TNAP pNPP inh: human TNAP enzyme inhibitors, primary screen, biochemical, colorimetric, p-nitrophenol readout; Alkaline phosphatase, tissue-nonspecific isozyme (Homo sapiens), P05186; purified TNAP, pNPP hydrolysis, absorbance 405 nm; 21,000 tested, under 10 active; inhibition, % at 20 µM;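 also: 0% = DMSO only wells and 100% = 1 mM levamisole wells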
Target sequence (P05186 whole entry, looked up): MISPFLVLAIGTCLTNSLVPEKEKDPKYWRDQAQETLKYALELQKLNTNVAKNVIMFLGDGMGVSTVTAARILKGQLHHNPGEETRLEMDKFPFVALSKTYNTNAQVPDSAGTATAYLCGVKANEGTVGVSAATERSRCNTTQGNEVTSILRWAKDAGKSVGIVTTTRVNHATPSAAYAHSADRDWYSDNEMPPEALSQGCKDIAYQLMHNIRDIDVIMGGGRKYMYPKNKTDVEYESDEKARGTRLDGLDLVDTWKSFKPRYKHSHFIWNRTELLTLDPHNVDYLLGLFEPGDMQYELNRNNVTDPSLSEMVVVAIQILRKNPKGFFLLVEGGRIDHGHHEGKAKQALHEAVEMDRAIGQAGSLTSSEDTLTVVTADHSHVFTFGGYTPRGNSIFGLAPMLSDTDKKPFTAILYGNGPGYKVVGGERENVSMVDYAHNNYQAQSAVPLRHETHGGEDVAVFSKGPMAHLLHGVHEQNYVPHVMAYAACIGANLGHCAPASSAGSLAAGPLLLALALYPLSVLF
TNAP inh Pi: human TNAP enzyme inhibitors, primary screen, biochemical, colorimetric, phosphate release readout; Alkaline phosphatase, tissue-nonspecific isozyme (Homo sapiens), P05186; purified TNAP, pNPP, malachite green phosphate absorbance; inhibition, % at 20 µM; 21,000 tested, under 10 active
An asterisk follows results filed as active.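 The calls were made as follows: active = inhibition above 50% at the 20 µM single-dose screen; inactive = the rest.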 Only part of the results is shown; rates above refer to the full screens.

SMILES	TNAP pNPP inh	TNAP inh Pi
CCOc1ccc(N(Cc2cc3ccc(C)cc3[nH]c2=O)C(=O)COC)cc1	5	12
COc1ccc(OC)c(NC(=O)CSc2nnc(-c3ccco3)n2-c2ccc(C(=O)O)cc2)c1	2	7
N#CC1=C(N)SC(N)=C(C#N)C1c1ccoc1	4	3
c1cc(-c2nnc3sc(C4CCCCC4)nn23)ccn1	6	11
COC(=O)c1cc(NC(=O)C2CC2)cc(C(=O)OC)c1	1	-4
CCCCc1ccc(S(=O)(=O)Nc2cc(C)on2)cc1	-2	6
CN(Cc1ccncc1)C1CC(=O)N(c2ccc(Cl)cc2)C1=O (centres undefined)	7	12
O=C1c2[nH]nc(-c3ccccc3O)c2C(c2ccc(F)cc2)N1CC1CCCO1 (centres undefined)	1	8
O=C(CN(C(=O)CNS(=O)(=O)c1ccccc1)C1CCCC1)NCC1CCCO1 (centres undefined)	7	-2
COc1nc(OC)nc(N2CCC(C(=O)Nc3cccc4ccccc34)CC2)n1	5	6
COc1ccccc1C(=O)NCCCN1CCCC1=O	0	0
NC(=O)c1cc(Cc2ccccc2)sc1NC(=O)c1ccco1	4	10
Cc1cc(NC(=O)CN2CCCC2c2nc3ccccc3s2)no1 (centres undefined)	4	8
Cc1nnc(SC(C)C(=O)Nc2ccc(S(=O)(=O)N3CCCCC3)cc2)s1 (centres undefined)	0	6
O=C(NCCC(=O)N1CCNC1=O)OCc1ccccc1	-1	5
Cc1ccccc1C(=O)c1ccc2c(c1)n(C)c(=O)n2C	0	0
CC(=O)Cc1nsc(NC(=O)c2c(-c3ccccc3Cl)noc2C)n1	6	15
COc1cccc(OCc2nc3ccccc3c(=O)n2N)c1	0	2
COc1ccc(S(=O)(=O)Nc2nncs2)cc1	0	0
CCc1c(C(=O)Nc2ccncc2)csc1C	-7	-5
O=S(=O)(c1cccs1)N1CCN(CC(O)COC2CCCc3ccccc32)CC1 (centres undefined)	-13	-5
CCCCN(CC)Cc1c(C)[nH]c2ccccc2c1=O	2	8
COC(=O)C(C(=O)Nc1ncccn1)C1CCCCCC1 (centres undefined)	-1	6
CCC(=O)Nc1c(-c2ccc(OC)cc2)c(=O)c2ccccc2n1C	6	7
Cc1cc(C)n(-c2nc3c(c(=O)[nH]c(=O)n3C)n2CC(O)COc2ccccc2)n1 (centres undefined)	0	5

Random excerpt: seven entries already listed
SMILES	TNAP pNPP inh	TNAP inh Pi
CCCCN(CC)Cc1c(C)[nH]c2ccccc2c1=O	2	8
COc1nc(OC)nc(N2CCC(C(=O)Nc3cccc4ccccc34)CC2)n1	5	6
O=C(CN(C(=O)CNS(=O)(=O)c1ccccc1)C1CCCC1)NCC1CCCO1 (centres undefined)	7	-2
CN(Cc1ccncc1)C1CC(=O)N(c2ccc(Cl)cc2)C1=O (centres undefined)	7	12
COc1ccccc1C(=O)NCCCN1CCCC1=O	0	0
COC(=O)C(C(=O)Nc1ncccn1)C1CCCCCC1 (centres undefined)	-1	6
Cc1cc(C)n(-c2nc3c(c(=O)[nH]c(=O)n3C)n2CC(O)COc2ccccc2)n1 (centres undefined)	0	5

The listing continues.
SMILES	TNAP pNPP inh	TNAP inh Pi
CC(C)c1nnc(NC(=O)CCC(=O)N2CCN(Cc3ccccc3)CC2)s1	-4	2
Cc1cc(NC(=O)CCC(=O)N(c2cccnc2)C(C(=O)NC2CCCC2)c2ccccc2)no1 (centres undefined)	4	8
CCCOc1ccccc1C1C(C(=O)OC)=CN(C(C)C)C=C1C(=O)OC	3	2
CCOc1ccc(NS(=O)(=O)c2ccc(NS(C)(=O)=O)cc2)cc1	0	0
Cc1cccc(-c2nnc(SCC#N)n2-c2ccccc2)c1	-6	1
CCn1c(=O)n(CC)c2cc(S(=O)(=O)N3CCc4ccccc43)ccc21	0	0
O=P(O)(O)c1ccccc1OCc1ccccc1	3	7
Cc1ccc(-c2nnc(CSc3nnc4c5c(C)c(C)sc5nc(C(C)C)n34)o2)cc1	7	10
CCN1CCCC1CNC(=O)c1c(O)c2c([nH]c1=O)CCCC2 (centres undefined)	6	12
CCCSc1nnc2n(Cc3ccccc3)c(=O)c3c4c(sc3n12)CCC4	5	11
O=S(=O)(c1ccc(F)c(F)c1)N1CCN(Cc2ccc3c(c2)OCO3)CC1	6	20
CN(C(=O)c1ccccn1)c1nnc(-c2ccccn2)s1	0	0
O=C(NCC1CCCO1)c1cnn2c1NC(c1ccccc1)CC2C(F)(F)F (centres undefined)	5	18
Nc1nc(-c2cccnc2)nn1C(=O)Cc1ccccc1	3	8
CC(=O)Cc1nsc(Nc2ccc3c(c2)OCCO3)n1	7	10
CC1(C)NC(=O)N(CC(O)COc2ccc(N3C(=O)c4ccccc4C3=O)cc2)C1=O (centres undefined)	1	-3
O=C(O)CSc1nc2ccc(Cl)cc2[nH]1	4	10
Cc1cccc(OCc2nnc(SCC(=O)N3CCN(C(=O)c4ccco4)CC3)n2C)c1C	0	14
CC(C)(C)NC(=O)C(c1ccco1)N(Cc1ccc2c(c1)OCO2)C(=O)Cn1nnc2ccccc21 (centres undefined)	8	13
Cn1c(=O)c2c(nc(N3CCN(Cc4ccccc4)CC3)n2CC(=O)c2ccccc2)n(C)c1=O	-1	2
CCOC(=O)Cn1c(=O)c2c(nc3n2CCN3Cc2ccccc2)n(C)c1=O	2	-6
COc1ccc2c(c1)C1(C)CC(C)(C)N2C(=O)N1c1ccccc1 (centres undefined)	3	8
CCOc1ccccc1OC(=O)c1ccco1	6	8
COc1cc(S(=O)(=O)N2CCCCCC2)ccc1Cl	4	7
O=C(Nc1nncs1)c1cccc(S(=O)(=O)N2CCCC2)c1	6	14

Quoted from the listing:
`O=P(O)(O)c1ccccc1OCc1ccccc1` – TNAP inh Pi: 7
`Cc1cccc(OCc2nnc(SCC(=O)N3CCN(C(=O)c4ccco4)CC3)n2C)c1C` – TNAP pNPP inh: 0
`CC1(C)NC(=O)N(CC(O)COc2ccc(N3C(=O)c4ccccc4C3=O)cc2)C1=O` (centres undefined) – TNAP pNPP inh: 1

Other entries:
SMILES	TNAP pNPP inh	TNAP inh Pi
O=S(=O)(Nc1nc2ccccc2[nH]1)c1ccccc1	7	17
O=C(COC(=O)c1cn(-c2ccccc2)nc1-c1cccs1)NC1CC1	7	12
Cc1noc(NS(=O)(=O)c2ccc(NC(=O)c3ccoc3C)cc2)c1C	2	12
CC(C)C1CC(=O)NC(SCC(=O)Nc2ccc(Br)cc2)=C1C#N (centres undefined)	-4	5
Cc1ccc(S(=O)(=O)N2CCN(C(=O)N3CCOCC3)C2C(C)C)cc1 (centres undefined)	1	6
Cc1nc2c(c(=O)n1CC1CCCO1)c1nc3ccccc3nc1n2CCC(C)C (centres undefined)	1	6
O=C(c1cccc2ccccc12)N1CCC(N2CCN(c3ccccc3)CC2)CC1	0	-17
Cc1nc(SC2CC(=O)N(c3ccccc3)C2=O)nc2c1CCCC2 (centres undefined)	-1	3
CCOc1ccccc1C(=O)N(Cc1ccco1)C1CCS(=O)(=O)C1 (centres undefined)	4	10
OCCN1CCN(CC#CCn2c3ccccc3c3ccccc32)CC1	5	15
COc1cc(-c2nnc(-c3ccc(N4CCOCC4)cc3)o2)cc(OC)c1OC	-1	12
C=C(C)CN(CC)CCC(=O)Nc1ccc(OC)cc1OC	4	10
CCN(C1CCCCC1)S(=O)(=O)c1ccc(S(=O)(=O)NCc2ccncc2)cc1	5	10
CCCCCCC(=O)N1CCN(c2cc3c(cc2F)c(=O)c(C(=O)O)cn3CC)CC1	2	7
Cn1c(SC2=CS(=O)(=O)c3ccccc32)nc2ccccc21	-5	10
CS(=O)(=O)N1CCN(C(=O)c2ccccc2)C1	-10	-5
Cn1c(SCC(=O)c2ccc3c(c2)OCO3)nnc1-c1ccccn1	6	-4
C=CCn1c(Cc2ccc(OCC)cc2)nnc1SCC(N)=O	1	10
Cc1ccc(S(=O)(=O)N2CCN(C(=O)c3c(C)nn(-c4ccccc4)c3Cl)CC2)cc1	2	7
CCCC(=O)Nc1ccc2c(c1)nc1n2CCSC1	2	4
CCOC(=O)c1cc2cc(OC)ccc2[nH]1	7	1
CCOc1ccccc1Oc1c(C)oc2c(CN3CCN(CCO)CC3)c(O)ccc2c1=O	6	0
Clc1cccc(-c2nn3c(-c4cccc(Cl)c4)nnc3s2)c1	-2	4
COc1ccc(CCN2C(=O)C(O)=C(C(=O)c3ccco3)C2c2cccs2)cc1OC (centres undefined)	3	13
CCCN(Cc1ccccc1)S(=O)(=O)c1ccc(N2C(=O)CCC2=O)cc1	-1	5

An excerpt from above in order of the TNAP inh Pi value, descending:
compound | TNAP inh Pi
OCCN1CCN(CC#CCn2c3ccccc3c3ccccc32)CC1 | 15
Cc1noc(NS(=O)(=O)c2ccc(NC(=O)c3ccoc3C)cc2)c1C | 12
CCCN(Cc1ccccc1)S(=O)(=O)c1ccc(N2C(=O)CCC2=O)cc1 | 5

The listing continues:
SMILES	TNAP pNPP inh	TNAP inh Pi
CCOC(=O)C1=C(C)NC(=O)C1(NC(=O)c1cccnc1)C(F)(F)F (centres undefined)	0	5
COc1ccc(Oc2cn[nH]c2-c2ccc(O)cc2O)cc1	3	6
COC(=O)CNC(=O)C1CCN(c2nc(C)cc(C)n2)CC1	-6	-5
CCOc1ccc(Cc2nc(N)nc(N)n2)cc1	1	4
O=C(O)C1C2C=CC3(O2)C1C(=O)N1c2ccccc2C2OCCC2C13 (centres undefined)	9	22
CN1CCc2c(sc3c2C(=O)NC(c2ccco2)N3)C1 (centres undefined)	4	8
Cc1cc2c3c(c1)C1(C(=O)N3C(C)(C)CC2C)C(C#N)=C(N)Oc2cc(O)ccc21 (centres undefined)	1	5
CCn1c(Cn2nnc(-c3ccccc3)n2)nnc1SCC(=O)Nc1ccc(N(C)C)cc1	-3	-1
Cc1nnc(NC2=NCCC2)s1	8	4
CCOC(=O)C1C(=O)CC(C)(O)C(C(=O)OCC)C1c1ccco1 (centres undefined)	2	3
COC(=O)c1[nH]c(C)c(/C(O)=C2\C(=O)C(=O)N(CCN(C)C)C2c2cccc(OC)c2OC)c1C (centres undefined)	2	5
C/C=C/c1ccc(Oc2nnnn2-c2ccc(C(N)=O)cc2)c(OC)c1	0	0
CCOc1cc(C2NC(=O)NC(O)(C(F)(F)F)C2C(=O)c2ccc(OC)cc2)ccc1O (centres undefined)	0	5
CC(C)(C)C(=O)CN1C(=O)C2(OCCO2)c2ccccc21	5	9
c1ccc(-c2nnn(C34CC5CC(CC(C5)C3)C4)n2)cc1	-2	4
CC(C)(C)c1cnnn1-c1ccc(-c2csc(N)n2)cc1	-1	6
CCOc1ccccc1NC(=O)N1CCCC1C(=O)Nc1ccc(NC(C)=O)cc1 (centres undefined)	1	7
COc1ccc(CN(CC2CCCO2)S(=O)(=O)c2ccc(C(=O)O)cc2)cc1OC (centres undefined)	2	11
Cc1ccc(NC(=O)C2CCCN(c3ncccn3)C2)cc1F (centres undefined)	1	-6
OCC#CCSc1nnc(-c2ccncc2)o1	0	10
O=C(c1ccc(-n2cnnn2)cc1)N1CCOCC1	3	6
CCCCCCSC1=C(C#N)C(c2ccc(O)cc2)CC(=O)N1 (centres undefined)	-5	1
COc1cccc(CN2CCN(C(=O)c3cccc(F)c3)CC2)c1	1	8
CCOc1cc(-c2cc(-c3ccc(N)cc3)nc(N)c2C#N)ccc1O	-2	9
CC(=O)NC(CC(C)C)C(=O)NC(Cc1ccccc1)C(N)=O (centres undefined)	3	4
O=C(NCc1cn2ccccc2n1)c1ccccc1	4	21
O=C(C1CCCCC1)N1CCN(C(=O)C2CCCCC2)CC1	6	11

Screens (PubChem)
